Cl transport mod – modulates chloride dependent transport by human KCC2 | B-score of Tl+ flux slope (higher = more flux/activation; lower = inhibition) at 10 µM | hit rate 2.2% among 190,000 | KCC2 cells, thallium flux FluoZin-2 fluorescence;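 active = thallium flux slope and its plate-corrected score both differing from the plate sample mean at a set confidence after two filtering rounds, in either direction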;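 also: slope of fluorescence scaled to starting intensity during 10 to 20 s after thallium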
Furin inh – blocks human furin protease activity | purified furin, fluorogenic substrate cleavage | inhibition, % at 30 µM | hit rate 0.061% among 220,000 | AID 463115; in the data active = inhibition above about 25%; also: inactives centre near -15
thrombin 1536 – blocks human thrombin protease activity. hit rate 0.26% among 220,000. inhibition, % at 5 µM. P00734. alpha-thrombin, Boc-VPR-AMC fluorogenic substrate cleavage. AID 1046;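 active = inhibition at or above 40%; inactive = inhibition below 40%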;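 also: 0% = enzyme with no compound and 100% = wells without enzyme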
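System – human alpha-thrombin protein · Reagent – Boc-VPR-AMC substrate, 15 µM final · Compound – 5 µM single dose in 0.2% DMSO · Schedule – reaction at room temperature · Technique – AMC fluorescence at 355 nm excitation and 460 nm emission · Read-out basis – % inhibition relative to enzyme controls and enzyme-free blanks · Control set – no-compound enzyme wells and no-enzyme blanks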
FXIIa inh – inhibitors of human coagulation factor XIIa; P00748; purified FXIIa, Boc-QGR-AMC fluorogenic substrate, 2 h; inhibition, % at 5 µM; hit rate 0.3% among 220,000; in the data active = inhibition above about 40%;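 also: 0% = enzyme with no compound and 100% = blank without enzyme; many of its hits are not listed in these tables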
Wee1 degr inh – blocks degradation of human Wee1 kinase; P30291; reporter increase, % at 5 µM; HeLa Luc-Wee1K328M stability, luciferase luminescence; 100% = proteasome inhibitor MG132 effect; hit rate 1.2% among 220,000; AID 1321;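 active = activation above the mean of all tested compounds plus 3 SD, set per screening run, cut at about 8.8% in these data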;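 also: cells exposed to compound for 20 h before luminescence read; 0% = DMSO alone and 100% = MG132 at 30 µM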
KLK5 inh – inhibitors of human kallikrein 5. Q9Y337. recombinant hK5, fluorogenic AMC substrate cleavage. inhibition, % at 5 µM. hit rate 0.59% among 210,000;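 active = inhibition of 40% or more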;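 also: 0% = enzyme controls without compound and 100% = no-enzyme blanks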
Target sequence (Q9Y337 67-293 limits assumed): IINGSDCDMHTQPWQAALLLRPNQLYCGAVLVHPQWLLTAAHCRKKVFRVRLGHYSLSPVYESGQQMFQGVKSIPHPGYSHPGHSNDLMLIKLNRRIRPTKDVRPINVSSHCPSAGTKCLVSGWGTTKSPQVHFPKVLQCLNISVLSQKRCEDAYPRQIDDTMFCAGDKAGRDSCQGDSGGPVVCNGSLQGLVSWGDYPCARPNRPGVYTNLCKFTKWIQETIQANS
PERK inh – blocks human PERK kinase | hit rate 0.17% among 220,000 | CHO PERK-DD fusion, SEAP luminescence translation reporter | AID 1416 | Q9NZJ5 | inhibition, % at 5.6 µM;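 active = inhibition above the mean inhibition of all tested compounds plus 3 SD, set separately per screening campaign, cut at about 2.9% in these data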;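 also: PERK kinase domain activated by AP20187 dimerizer at 100 nM; 0% = DMSO with dimerizer and 100% = rapamycin at 8.4 µM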
FXIa inh 1536 – factor XIa (human) inhibition. P03951. purified FXIa, Boc-Glu-Ala-Arg-AMC fluorogenic substrate. inhibition, % at 5 µM. hit rate 0.14% among 220,000;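 active = inhibition of at least 40%; inactive = inhibition below 40%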;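 also: fluorescence of freed AMC excited at 355 nm; 0% = enzyme without compound and 100% = no enzyme blank; many of its hits are not listed in these tables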
p97 ATPase inh – human p97 ATPase inhibition; P55072; recombinant p97 ATPase, Kinase-Glo ATP luminescence, 3 h; inhibition, % at 8 µM; hit rate 0.42% among 220,000; AID 1481; in the data active = inhibition above about 15%;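 also: 0% = DMSO vehicle and 100% = wells lacking enzyme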
Target sequence (P55072 whole entry, looked up): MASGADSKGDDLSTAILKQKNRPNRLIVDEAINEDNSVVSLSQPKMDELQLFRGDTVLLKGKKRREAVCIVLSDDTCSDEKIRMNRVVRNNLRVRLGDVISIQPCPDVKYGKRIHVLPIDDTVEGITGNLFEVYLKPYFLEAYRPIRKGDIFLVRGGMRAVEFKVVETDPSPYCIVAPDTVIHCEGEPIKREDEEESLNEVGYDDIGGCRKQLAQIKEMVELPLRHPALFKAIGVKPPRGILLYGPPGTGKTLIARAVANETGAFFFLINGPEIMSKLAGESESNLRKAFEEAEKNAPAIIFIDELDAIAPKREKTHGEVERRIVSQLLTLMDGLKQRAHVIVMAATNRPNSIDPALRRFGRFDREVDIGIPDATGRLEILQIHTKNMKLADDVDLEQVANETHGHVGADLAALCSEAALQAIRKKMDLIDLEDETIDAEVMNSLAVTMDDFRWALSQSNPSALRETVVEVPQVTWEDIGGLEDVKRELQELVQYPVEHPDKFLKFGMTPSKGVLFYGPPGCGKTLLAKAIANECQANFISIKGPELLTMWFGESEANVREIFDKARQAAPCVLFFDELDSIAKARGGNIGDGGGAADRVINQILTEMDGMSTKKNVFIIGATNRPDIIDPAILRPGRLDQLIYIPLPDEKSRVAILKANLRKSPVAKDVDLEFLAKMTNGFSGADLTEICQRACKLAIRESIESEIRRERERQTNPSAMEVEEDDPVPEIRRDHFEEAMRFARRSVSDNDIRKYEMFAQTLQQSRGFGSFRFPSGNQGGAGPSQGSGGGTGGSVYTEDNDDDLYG
* = called active by the depositor; [ ] = dose if it differs, or a comment. Random draw from the library, and some 4.4% of all compounds hit somewhere here.

For O=C(CN(CC1CCCO1)C(=O)CNS(=O)(=O)c1ccc(Cl)cc1)NCC1CCCO1 (stereo unspecified) the results were Cl transport mod -0.72, Furin inh -14[20 µM], thrombin 1536 -1, FXIIa inh 4, Wee1 degr inh 0, KLK5 inh -8, PERK inh 1.3, FXIa inh 1536 -5 and p97 ATPase inh -9.
Screening CCOC(=O)Cc1csc(/N=C/c2c(O)n(-c3ccc(C)c(C)c3)c(=O)c3ccccc23)n1 returned Cl transport mod 0.092, Furin inh -21, thrombin 1536 -5, FXIIa inh 4, Wee1 degr inh 2, KLK5 inh -2, PERK inh 0.7, FXIa inh 1536 1 and p97 ATPase inh 5.
O=C1NC(=O)/C(=C\c2ccc(Oc3ccc([N+](=O)[O-])cn3)cc2)S1 was read as Cl transport mod 0.2, Furin inh -7, thrombin 1536 2, FXIIa inh 28, Wee1 degr inh 0, KLK5 inh -10, PERK inh 2.1, FXIa inh 1536 20 and p97 ATPase inh 6.
Screening CN1CCN(c2nc3ccccc3nc2C(C#N)S(=O)(=O)c2ccccc2)CC1 (stereo unspecified) returned Cl transport mod -0.42, Furin inh -4, thrombin 1536 -3, FXIIa inh 6, Wee1 degr inh 4, KLK5 inh 1, PERK inh 1.2, FXIa inh 1536 0 and p97 ATPase inh 5.
Screening CCOC(=O)CC(=O)CSc1nc(N)c(C#N)c(-c2ccc(Cl)cc2)c1C#N returned Furin inh -25, thrombin 1536 -4, FXIIa inh 12, Wee1 degr inh 3, KLK5 inh 0, PERK inh -0.3, FXIa inh 1536 5 and p97 ATPase inh 2.
CCN(Cc1ccccc1)c1ccc(N=Nc2nn(C)c(C)c2[N+](=O)[O-])cc1 was read as Cl transport mod -1.1, Furin inh 2, thrombin 1536 -3, FXIIa inh 6, Wee1 degr inh -3, KLK5 inh 2, PERK inh -0.9, FXIa inh 1536 1 and p97 ATPase inh -3.
For COc1ccc(CC(=O)Nc2nnc(C(C)C)s2)cc1 the results were Cl transport mod -0.9, Furin inh 3, thrombin 1536 1, FXIIa inh 4, Wee1 degr inh 2, KLK5 inh -1, PERK inh -0.1, FXIa inh 1536 -2 and p97 ATPase inh 2.
For COc1ccc(OC)c(-c2csc(NC(=O)c3ccc4c(c3)OCO4)n2)c1 the results were Cl transport mod 6.7*, Furin inh -22, thrombin 1536 0, FXIIa inh 5, Wee1 degr inh -1, KLK5 inh 1, PERK inh 1.1, FXIa inh 1536 6 and p97 ATPase inh 2.
`Cn1c(=O)c2c(nc(N3CCCCCC3)n2CC(O)COc2ccc(Cl)cc2)n(C)c1=O` (stereo unspecified) gave Cl transport mod 0.59, Furin inh -12, thrombin 1536 -2, FXIIa inh 7, Wee1 degr inh -2, KLK5 inh -12, PERK inh -0.1, FXIa inh 1536 -3 and p97 ATPase inh 4.
Screening COc1ccc(CN2CCNC(=O)C2CC(=O)N2CCCCO2)c(OC)c1 (stereo unspecified) returned Cl transport mod -0.16, Furin inh -24, thrombin 1536 -14, FXIIa inh 8, Wee1 degr inh -2, KLK5 inh 1, PERK inh 0.0, FXIa inh 1536 -3 and p97 ATPase inh 7.

Six neighbouring compounds already listed:
Screening CCOC(=O)CC(=O)CSc1nc(N)c(C#N)c(-c2ccc(Cl)cc2)c1C#N returned Furin inh -25, thrombin 1536 -4, FXIIa inh 12, Wee1 degr inh 3, KLK5 inh 0, PERK inh -0.3, FXIa inh 1536 5 and p97 ATPase inh 2.
CCN(Cc1ccccc1)c1ccc(N=Nc2nn(C)c(C)c2[N+](=O)[O-])cc1 was read as Cl transport mod -1.1, Furin inh 2, thrombin 1536 -3, FXIIa inh 6, Wee1 degr inh -3, KLK5 inh 2, PERK inh -0.9, FXIa inh 1536 1 and p97 ATPase inh -3.
For COc1ccc(CC(=O)Nc2nnc(C(C)C)s2)cc1 the results were Cl transport mod -0.9, Furin inh 3, thrombin 1536 1, FXIIa inh 4, Wee1 degr inh 2, KLK5 inh -1, PERK inh -0.1, FXIa inh 1536 -2 and p97 ATPase inh 2.
For COc1ccc(OC)c(-c2csc(NC(=O)c3ccc4c(c3)OCO4)n2)c1 the results were Cl transport mod 6.7*, Furin inh -22, thrombin 1536 0, FXIIa inh 5, Wee1 degr inh -1, KLK5 inh 1, PERK inh 1.1, FXIa inh 1536 6 and p97 ATPase inh 2.
`Cn1c(=O)c2c(nc(N3CCCCCC3)n2CC(O)COc2ccc(Cl)cc2)n(C)c1=O` (stereo unspecified) gave Cl transport mod 0.59, Furin inh -12, thrombin 1536 -2, FXIIa inh 7, Wee1 degr inh -2, KLK5 inh -12, PERK inh -0.1, FXIa inh 1536 -3 and p97 ATPase inh 4.
Screening COc1ccc(CN2CCNC(=O)C2CC(=O)N2CCCCO2)c(OC)c1 (stereo unspecified) returned Cl transport mod -0.16, Furin inh -24, thrombin 1536 -14, FXIIa inh 8, Wee1 degr inh -2, KLK5 inh 1, PERK inh 0.0, FXIa inh 1536 -3 and p97 ATPase inh 7.

The list continues.
`Nc1ncnc2c1nc(SCCO)n2Cc1ccccc1` gave Cl transport mod 0.63, Furin inh -19, thrombin 1536 -5, FXIIa inh 8, Wee1 degr inh -2, KLK5 inh -3, PERK inh 1.2, FXIa inh 1536 -1 and p97 ATPase inh 3.
CN(C)C(/C=C/Nc1cccc(Br)c1)=C(C#N)C#N was read as Cl transport mod -2.1, Furin inh -2, thrombin 1536 -1, FXIIa inh 15, Wee1 degr inh 8, PERK inh 1.2, FXIa inh 1536 6 and p97 ATPase inh 0.
Cc1cccc(Nc2nc(NCc3ccco3)nc(N)c2[N+](=O)[O-])c1 was read as Cl transport mod 0.9, Furin inh -7, thrombin 1536 -1, FXIIa inh 4, Wee1 degr inh 1, KLK5 inh -2, PERK inh 0.2, FXIa inh 1536 -2 and p97 ATPase inh 1.
Screening Cc1nc2sc3c(c2c(=O)n1/N=C/c1cccnc1)CCCC3 returned Cl transport mod 1.4, Furin inh -30, thrombin 1536 -8, FXIIa inh 12, Wee1 degr inh -4, KLK5 inh 7, PERK inh 0.0, FXIa inh 1536 3 and p97 ATPase inh 4.
Screening O=c1[nH]c2ccccc2cc1-c1nnn(-c2ccc(F)cc2)n1 returned Cl transport mod -0.057, Furin inh -28, thrombin 1536 -1, FXIIa inh 5, Wee1 degr inh -2, KLK5 inh -3, PERK inh 1.6, FXIa inh 1536 3 and p97 ATPase inh 7.
For O=C(NCC1CCCO1)c1cc([N+](=O)[O-])ccc1Cl (stereo unspecified) the results were Cl transport mod 2.8, Furin inh -17, thrombin 1536 -9, FXIIa inh 10, Wee1 degr inh 0, KLK5 inh -8, PERK inh 1.2, FXIa inh 1536 -3 and p97 ATPase inh 4.
Screening O=C(Cn1ccc2ccccc2c1=O)NCCC(=O)Nc1ccc2c(c1)OCCO2 returned Cl transport mod -0.63, Furin inh -20, thrombin 1536 1, FXIIa inh 15, Wee1 degr inh 3, KLK5 inh 14, PERK inh 0.8, FXIa inh 1536 2 and p97 ATPase inh 3.
`N#Cc1ccccc1OCCN1C(=O)c2ccccc2C1=O` gave Cl transport mod -0.41, Furin inh -23[20 µM], thrombin 1536 0, FXIIa inh 25, Wee1 degr inh -1, KLK5 inh 2, PERK inh 0.1, FXIa inh 1536 23 and p97 ATPase inh 2.
`Cc1ccc2nsnc2c1NC(=O)c1cncc(Br)c1` gave Cl transport mod 0.75, Furin inh -8, thrombin 1536 -13, FXIIa inh 6, Wee1 degr inh -3, KLK5 inh -3, PERK inh 1.5, FXIa inh 1536 -2 and p97 ATPase inh 4.
`CCOc1ccc(C(C)=O)cc1CN1C(=O)NC2(CCCCCCC2)C1=O` gave Cl transport mod -1.6, Furin inh -19, thrombin 1536 -7, FXIIa inh 4, Wee1 degr inh 6, KLK5 inh -3, PERK inh 0.7, FXIa inh 1536 -3 and p97 ATPase inh 0.
For CC(C)c1ccc(C(=O)N(c2ccccn2)C(C)c2ccco2)cc1 (stereo unspecified) the results were Cl transport mod -0.25, Furin inh -15[20 µM], thrombin 1536 -6, FXIIa inh 2, Wee1 degr inh 3, KLK5 inh -9, PERK inh 0.1, FXIa inh 1536 -7 and p97 ATPase inh -2.
`CCn1c(SCC(=O)Nc2ccccc2OC)nc(O)cc1=O` gave Cl transport mod 0.094, Furin inh 7, thrombin 1536 0, FXIIa inh 9, Wee1 degr inh -1, KLK5 inh 1, PERK inh 0.2, FXIa inh 1536 1 and p97 ATPase inh 2.
O=C(Nc1ccc2c(c1)OCO2)NC1CCN(Cc2ccccc2)CC1 was read as Cl transport mod 1.3, Furin inh -13[20 µM], thrombin 1536 -6, FXIIa inh -4, Wee1 degr inh 0, KLK5 inh 10, PERK inh 0.2, FXIa inh 1536 -9 and p97 ATPase inh 2.
Screening CC(=O)N1CCN(c2ccc(Oc3nnnn3-c3ccccc3)cc2)CC1 returned Cl transport mod 1.1, Furin inh -21, thrombin 1536 1, FXIIa inh 12, Wee1 degr inh 4, KLK5 inh -19, PERK inh 1.5, FXIa inh 1536 2 and p97 ATPase inh 5.
Screening CCc1ccc(NS(=O)(=O)c2cccc3nonc23)cc1 returned Cl transport mod -0.013, Furin inh -31, thrombin 1536 -10, FXIIa inh 6, Wee1 degr inh -1, KLK5 inh -2, PERK inh 1.1, FXIa inh 1536 0 and p97 ATPase inh 3.
Screening CCOC(=O)N1CCN(Cc2c(NC(=O)c3ccco3)sc(C)c2C)CC1 returned Cl transport mod 0.41, Furin inh -25, thrombin 1536 2, FXIIa inh 2, Wee1 degr inh -2, KLK5 inh -15, PERK inh -0.1, FXIa inh 1536 -28 and p97 ATPase inh 1.
Cc1cc(C)n(CC(=O)N/N=C/c2cc([N+](=O)[O-])ccc2O)n1 was read as Cl transport mod 0.56, Furin inh -5, thrombin 1536 9, FXIIa inh 0, Wee1 degr inh -2, KLK5 inh -48, PERK inh 0.8, FXIa inh 1536 -1 and p97 ATPase inh 3.
COc1ccccc1S(=O)Cc1ccc(C(=O)NC2CCCC2)o1 (stereo unspecified) was read as Cl transport mod 0.062, Furin inh -12, thrombin 1536 -2, FXIIa inh 15, Wee1 degr inh 1, KLK5 inh -20, PERK inh -0.7, FXIa inh 1536 4 and p97 ATPase inh -11.
`CCc1c(C)nc2c(C#N)c[nH]n2c1=O` gave Cl transport mod -0.57, Furin inh -20, thrombin 1536 -5, FXIIa inh 9, Wee1 degr inh 0, KLK5 inh -2, PERK inh 1.7, FXIa inh 1536 -3 and p97 ATPase inh 5.
For CC(C)c1nnc(NC(=O)C2CCN(c3cnccn3)CC2)s1 the results were Cl transport mod 0.32, Furin inh -7[20 µM], thrombin 1536 -1, FXIIa inh 4, Wee1 degr inh 0, KLK5 inh -10, PERK inh -0.5, FXIa inh 1536 -6 and p97 ATPase inh 1.
For COC(=O)C(Cc1cnc(Cl)s1)(C(=O)OC)c1ccc([N+](=O)[O-])cc1[N+](=O)[O-] the results were Cl transport mod 0.14, Furin inh -24[20 µM], thrombin 1536 0, FXIIa inh 12, Wee1 degr inh 1, KLK5 inh -10, PERK inh -0.2, FXIa inh 1536 -5 and p97 ATPase inh 3.
`CCCN1C(=O)/C(=C2/C=Cc3ccccc3N2CC)SC1=S` gave Cl transport mod -0.0016, Furin inh -23, thrombin 1536 1, FXIIa inh 2, Wee1 degr inh -1, KLK5 inh 1, PERK inh -0.1, FXIa inh 1536 3 and p97 ATPase inh 5.

Screening results as filed in PubChem.
